M. tuberculosis: growth inhibition of non-replicating M. tuberculosis (AID 488890). one-dose inhibition, % at 25 µM; IC50 in µM for titrated hits. Mycobacterium tuberculosis non-replicating, growth inhibition; higher % means a stronger effect. hit rate 0.39% among 320,000; in the data active means a potency from the dose series; inconclusive means inhibition mostly from about 82% at the one dose, without a potency; inactive means the rest, 99 in 100 with inhibition below about 76%;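 further: plate controls were DMSO cells for no effect and high antibiotic wells for full effect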
Salmonella PhoP GFP: PhoP regulon inhibitors, Salmonella typhi PhoP promoter GFP reporter, confirmatory (AID 1850); Salmonella Typhi PhoP-promoter GFP reporter, fluorescence, 4 h; higher % means a stronger effect; inhibition, % at 50 µM, or IC50 in µM where a hit was titrated; hit rate 0.33% among 310,000; in the data active means a potency from the dose series; inconclusive means inhibition mostly from about 25% at the one dose, without a potency; inactive means the rest, 99 in 100 with inhibition below about 19%;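 further: 0% = induced wells with vehicle and 100% = uninduced wells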
M. tuberculosis HTS: M. tuberculosis growth inhibition, HTS (AID 449762) | one-dose inhibition, % at 25 µM; IC50 in µM for titrated hits | M. tuberculosis H37Rv growth inhibition, 7H9 media; higher % means a stronger effect | hit rate 0.59% among 330,000; in the data active means a potency from the dose series; inconclusive means inhibition above about 70% without an active follow-up result;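 further: bacterial growth assessed after seven days of incubation; strong numbers were not always called active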
VEEV TC-83 Vero: inhibitors of VEEV TC-83 cytopathic effect, confirmation, Vero cells (AID 588727). Vero cells, VEEV TC-83 cytopathic effect inhibition; higher % means a stronger effect. hit rate 0.13% among 350,000. inhibition, % at 20 µM, or IC50 in µM where a hit was titrated; in the data active means a potency from the dose series; inconclusive means inhibition mostly from about 14% at the one dose, without a potency; inactive means the rest, 99 in 100 with inhibition below about 12%; further: strong numbers were not always called active
H1N1 NS1A inhibition: H1N1 influenza NS1A inhibitors, functional cell based assay (AID 504329); NS1A functional cell-based assay, percent inhibition; higher % means a stronger effect; inhibition, % at 12.5 µM; hits with a dose series show IC50 in µM; hit rate 0.3% among 340,000; in the data active means a potency from the dose series; inconclusive means inhibition above about 27% without an active follow-up result; further: strong numbers were not always called active
VEEV TC-83 Vero 10K pilot screen: further read-out of VEEV TC-83 Vero, marked with its call; inhibition, %; measured here: 10K pilot screen inhibition
* = called active by the depositor; i = inactive; u = inconclusive; x = no result given. This is a random part of the collection; any-hit rate near 1.4%.

SMILES | M. tuberculosis | Salmonella PhoP GFP | M. tuberculosis HTS | VEEV TC-83 Vero | H1N1 NS1A inhibition | others
CC(NC(=O)[C@H](C)NC(=O)N1CCn2c1nc1ccccc12)c1ccccc1 (stereo not given in full) | 25% | 8% | -5% | 3.4% | 7%
Cc1noc(C)c1NC(=O)N(C)C[C@H]1Oc2ccc(NS(=O)(=O)c3ccccc3)cc2C(=O)N([C@H](C)CO)C[C@@H]1C | -8% | x | -1% | 0.8% | 4% | VEEV TC-83 Vero 10K pilot screen=1.1
CCCCNC(=S)N(C)/N=C/c1ccc2c(c1)OCO2 | 66% | -5% | 12µM* | 1.9% | -3%
COC(=O)c1cccc(NC2CC(=O)N(c3ccc(OC)c(OC)c3)C2=O)c1 (stereo not given) | 2% | -7% | -5% | 7.8% | 3%
Nc1ccccc1SC1CC(=O)N(c2ccc3c(c2)OCO3)C1=O (stereo not given) | -10% | 2% | 0% | 0.7% | x
CCOC(=O)c1ccc(NC(=S)N(CCN(C)C)Cc2cccs2)cc1 | 38% | 0% | 12% | 28% | 5%
COc1ccc(-c2[nH]ncc2C2N=C(N)Nc3nc4ccccc4n32)cc1 (stereo not given) | 3% | 0% | 1% | 1.4% | -3%
COc1ccc(OCC(O)COc2ccc(OC)cc2)cc1 | 59% | 6% | 18% | 2.3% | -4%
CC1(C)Cc2c(sc3nc4n(-c5ccccc5)c(=O)c(CCC(=O)O)nn4c(=O)c23)CO1 | -18% | 9% | 7% | 0.2% | 17%
CCO[C@H]1OC(C(=O)N2CCN(C)CC2)=C[C@@H](C)[C@@H]1CCCO | -16% | 1% | 0% | 0.1% | -1%
CCOc1ccc(C(=O)CCC(=O)N2CCN(c3ccccc3O)CC2)cc1 | -1% | x | -4% | 0.6% | 0%
COc1ccc(OC)c(S(=O)(=O)n2ccnc2C(C)C)c1 | -2% | -5% | 4% | i | -19%
O=C(C1CC1)N1CCc2cc(Br)cc(S(=O)(=O)N3CCOCC3)c21 | -3% | 3% | -8% | 5.5% | -7%
O=C1CC(=C(c2ccccc2)c2ccccc2)C(=O)N1CCCCN1CCN(c2ccccc2)CC1 | 36% | 4% | 23µM* | 7.4% | 1%
Cc1c(NC(=O)C(C)OC(=O)c2nc(Cl)ccc2Cl)c(=O)n(-c2ccccc2)n1C (stereo not given) | 26% | -5% | -5% | 1.7% | -11%
C#CCOCCOCCOCCNc1nc(N2CCOCC2)nc(N2CCN(C(=O)[C@H](Cc3cc4ccccc4[nH]3)n3cc([C@@H](N)C(C)CC)nn3)CC2)n1 (stereo not given in full) | 56% | -9% | -1% | 2.7% | -4%
CS(=O)(=O)N(CC(=O)Nc1ccccc1-c1ccccc1)c1ccccc1 | 7% | 3% | 7% | 2.9% | 8%
COC(=O)c1ccc(C)c(NC(=O)CN(c2ccccc2)S(=O)(=O)N(C)C)c1 | -11% | -1% | -5% | 1.6% | -3%
COC(=O)[C@H](Cc1ccc(O)cc1)NCCCn1cnc(C(=O)Nc2ccc(C)c(C)c2)n1 | x | x | x | i | 5%
Cc1nc(-c2ccccc2)nc2n[nH]c(N)c12 | 4% | -3% | 8% | i | 2%
O=C(Nc1ccc2c(c1)CCC2)c1cccc(F)c1 | u | 13% | -15% | 3.2% | -5%
CCCCC(=O)OCC(=O)c1[nH]c(C)c(C(C)=O)c1C | -4% | 8% | 2% | 2.9% | -6%
CN(Cc1cn(-c2ccccc2)nc1-c1ccc(Cl)cc1)C(=O)CCC(=O)O | -15% | -6% | -6% | 2.4% | 0%
CCOc1ccccc1NS(=O)(=O)c1c[nH]c(C(=O)OC)c1 | -4% | -6% | 0% | 0.8% | 0%
O=C1CN(C(=O)c2ccccc2)C(c2ccccc2)c2cc(Cl)ccc2N1 (stereo not given) | 21% | 0% | 6% | 0.4% | 4%
C/C(=N\NC(=S)NC1CCCCC1)c1ccccc1 | u | -4% | 43% | i | 12%
O=C(/C=C/c1ccc2c(c1)OCO2)N1CCN(c2n[nH]c(=O)[nH]c2=O)CC1 | 9% | -11% | -2% | 0.4% | 10%
COc1cc2c(cc1OC)C1=C(C#N)CC/C(=N\S(=O)(=O)c3ccccc3)N1CC2 | -8% | -6% | -4% | 11% | 2%
CC(=O)c1cccc(NC(=O)CSc2nnc(-c3ccc(S(=O)(=O)N4CCCC4)cc3)o2)c1 | -11% | -5% | -3% | 3.8% | 4%
CCN(C(=O)COC(=O)c1cc(S(=O)(=O)N2CCOCC2)c(Cl)cc1Cl)C1CCS(=O)(=O)C1 (stereo not given) | -5% | 5% | 1% | 0.2% | x

Entries above that have a Cl atom, in the order listed:
SMILES | M. tuberculosis | Salmonella PhoP GFP | M. tuberculosis HTS | VEEV TC-83 Vero | H1N1 NS1A inhibition | others
Cc1c(NC(=O)C(C)OC(=O)c2nc(Cl)ccc2Cl)c(=O)n(-c2ccccc2)n1C (stereo not given) | 26% | -5% | -5% | 1.7% | -11%
CN(Cc1cn(-c2ccccc2)nc1-c1ccc(Cl)cc1)C(=O)CCC(=O)O | -15% | -6% | -6% | 2.4% | 0%
O=C1CN(C(=O)c2ccccc2)C(c2ccccc2)c2cc(Cl)ccc2N1 (stereo not given) | 21% | 0% | 6% | 0.4% | 4%
CCN(C(=O)COC(=O)c1cc(S(=O)(=O)N2CCOCC2)c(Cl)cc1Cl)C1CCS(=O)(=O)C1 (stereo not given) | -5% | 5% | 1% | 0.2% | x

The main list resumes with the four entries that preceded the break.
SMILES | M. tuberculosis | Salmonella PhoP GFP | M. tuberculosis HTS | VEEV TC-83 Vero | H1N1 NS1A inhibition | others
O=C(/C=C/c1ccc2c(c1)OCO2)N1CCN(c2n[nH]c(=O)[nH]c2=O)CC1 | 9% | -11% | -2% | 0.4% | 10%
COc1cc2c(cc1OC)C1=C(C#N)CC/C(=N\S(=O)(=O)c3ccccc3)N1CC2 | -8% | -6% | -4% | 11% | 2%
CC(=O)c1cccc(NC(=O)CSc2nnc(-c3ccc(S(=O)(=O)N4CCCC4)cc3)o2)c1 | -11% | -5% | -3% | 3.8% | 4%
CCN(C(=O)COC(=O)c1cc(S(=O)(=O)N2CCOCC2)c(Cl)cc1Cl)C1CCS(=O)(=O)C1 (stereo not given) | -5% | 5% | 1% | 0.2% | x
CC1CCN(S(=O)(=O)c2cc(C(=O)Nc3ccccn3)ccc2Br)CC1 | 21% | 5% | 3% | 7.0% | -14%
Cc1cc(-c2nnc(CCC(=O)N(C)CCc3ccccc3)o2)no1 | 6% | -13% | -2% | 1.8% | 1%
CN(C(=O)CSc1nnc(C2CC2)n1C)C1CCCc2ccccc21 (stereo not given) | x | x | x | i | -3%
COc1ccc(/C=C2\SC(=O)N(CCC(=O)N(C)C3CCS(=O)(=O)C3)C2=O)cc1 (stereo not given) | 25% | 9% | -2% | 2.7% | -5%
CCOC(=O)c1c(NC(=O)C2CC(Cl)=CCC2C(=O)O)sc2c1CCCCC2 (stereo not given) | 49% | -3% | 1% | 1.9% | -2%
CC1CN(c2ccccc2)C(=O)CS1 (stereo not given) | -3% | 2% | -8% | 0.8% | -7%
O=C(O)c1ccccc1S(=O)(=O)CC(=O)N1CCCCC1 | -10% | -1% | -4% | 0.1% | 1%
O=S1(=O)NC(CC2=CCCCC2)C2CCCCC2O1 (stereo not given) | 12% | 2% | -6% | i | 1%
CCOC(=O)NNC(=O)C12CC3CC(CC(C3)C1)C2 | 5% | -18% | 10% | 0.9% | 0%
O=C(c1cc(-c2cccs2)nc2ccccc12)N1CCN(c2ccccc2)CC1 | 19% | -5% | 13% | 4.1% | 4%
O=C1c2ccccc2NC(c2ccccc2)N1c1ccc(O)cc1 (stereo not given) | 8% | -5% | -5% | 4.4% | -11%
O=C(/C=C/c1ccc([N+](=O)[O-])cc1)NCCSc1ccccc1 | 37% | 1% | 3% | 0.1% | 3%
COc1ccccc1C(=O)NCCn1ccc2ccccc21 | 65% | -4% | 9% | 6.5% | -29%
Cc1cc(Nc2ccc(O)cc2)ccc1N | 16% | x | 28% | x | x
CCn1ncc(/C=C/C(=O)Nc2c(C)nn(CC)c2C)c1C | 0% | 4% | -5% | i | 0% | VEEV TC-83 Vero 10K pilot screen=0.4
O=C(O)C1C2C=CC(C2)C1C(=O)N1CCc2ccccc21 (stereo not given) | 6% | 19% | 7% | 1.2% | -3%
Cc1ccc(S(=O)(=O)NCCNc2ccc([N+](=O)[O-])cc2)cc1 | 30% | -15% | -2% | 3.5% | -4%
CC(C)OC(=O)CN1C(=O)S/C(=C/c2ccc(N3CCCCC3)o2)C1=O | 17% | 5% | -14% | 1.3% | 13%
O=C(COc1ccccc1)NCC(=O)N/N=C/c1ccco1 | -8% | -8% | -6% | 0.1% | 8%
CCC(CC)C1C(C#N)=C(N)Oc2n[nH]c(C)c21 (stereo not given) | 3% | 13% | 2% | 2.0% | 6%
Cc1ccc(Oc2ncc(CN3CC(C)OC(C)C3)s2)cc1 (stereo not given) | 3% | 7% | 3% | 1.2% | -4%
CC(C)CSc1nc2ccccc2n1CC(N)=O | 1% | -8% | -9% | 0.2% | -6%
C#CCN(C(=O)c1ccc(OC)c(OC2CCN(C(C)C)CC2)c1)C1CCCCC1 | 0% | -5% | -1% | i | -20%
O=C(CSc1nc2[nH]ncc2c(=O)n1-c1ccccc1Cl)N1CCCC1 | -22% | -3% | -7% | 1.6% | 0%
O=C(NCCc1ccccc1)C(=O)NCC1(c2ccccc2)CCCC1 | 6% | 22% | -6% | 4.5% | -2%
CCOCCCNC(=O)c1ccccc1OC1CCN(S(C)(=O)=O)CC1 | -2% | -4% | -1% | i | 1%
Cc1ccc(NC(=O)CNCc2cccs2)c(Br)c1 | 10% | 1% | 1% | 0.1% | -2%
CC(=O)N1CCc2cc(S(=O)(=O)CCC(=O)N3CCN(c4ccccn4)CC3)ccc21 | -11% | -12% | -1% | 0.6% | 4%
C=CCC1(O)C(=O)Nc2ccccc21 (stereo not given) | -18% | 4% | -3% | 0.4% | 6%
Cc1ccc(-c2csc(N3CCN(CCCn4c(-c5ccncc5)nc5ccccc54)CC3)n2)cc1 | 32% | -18% | 23µM* | 2.2% | -8%
O=C(Nc1cccc(O)c1)c1noc2c1CCc1ccccc1-2 | 12% | 1% | u | 1.3% | 13%
O=S(=O)(c1cc(C(F)(F)F)ccc1Cl)N1CCN(c2ncnc3ccccc23)CC1 | x | x | x | 5.5% | -7%
COc1ccc(C)cc1NC(=O)CN(C)S(=O)(=O)c1cnc[nH]1 | 6% | -3% | 13% | 0.4% | -5%
NC(=O)CCS(=O)(=O)CCN1CCCCC1 | -10% | 7% | -7% | 1.5% | -6%
COc1ccc(C2C(=O)N(C3CCCCC3)CC(=O)N2C2CCCCC2)cc1 (stereo not given) | 6% | 1% | -3% | i | 13%
CCc1ccc2oc(C(=O)NC3CCS(=O)(=O)C3)cc(=O)c2c1 (stereo not given) | 1% | 5% | -2% | 2.8% | -1%
O=c1[nH]c(C2CCN(S(=O)(=O)c3ccccc3F)CC2)nc2c1nnn2Cc1ccc(F)cc1 | -6% | -12% | -4% | 3.2% | -2%
Brc1cccc(CN2CCCCCCC2)c1 | -4% | 0% | -3% | 0.6% | -4%
O=C(NCCc1ccccc1)C1CC(=O)N(c2ccc3c(c2)OCCO3)C1 (stereo not given) | 18% | -3% | -8% | 5.5% | -2%
COc1ccc(CCN2CCCC(CN(C)Cc3cc(Cl)c(O)c(OC)c3)C2)cc1 (stereo not given) | 2% | 8% | 0% | i | 5%
O=C(Nc1ccccc1F)Nc1cccc2ccc(O)cc12 | 26% | 12% | 1% | 2.3% | 3%
COCCCNc1nc(=S)[nH]c2cc(OC)c(OC)cc12 | -3% | -12% | -4% | 2.7% | 17%
O=C(O)c1ccccc1C(c1ccccc1)c1ccccc1O (stereo not given) | x | x | x | 2.8% | -16%
Cc1cccc(OC(C)C(=O)Nc2cc(S(=O)(=O)N3CCCCC3)ccc2C)c1 (stereo not given) | -7% | x | -6% | 1.3% | -15%
COc1ccc(-n2c(SCC(=O)Nc3nc(C)cs3)nnc2-c2ccoc2C)cc1 | 24% | 1% | -1% | 9.6% | 4%
CCOC(=O)C1CCCN(S(=O)(=O)c2ccc(S(=O)(=O)N3CCCC3)cc2)C1 (stereo not given) | -3% | -5% | 0% | i | -23%
CC1Cc2ccccc2N1C(=O)/C=C/c1cccc(F)c1 (stereo not given) | 80% | -24% | 12% | 5.0% | 0%
Cc1ccccc1S(=O)(=O)Cc1ccc(C(=O)NC(C)c2ccccc2)o1 (stereo not given) | 16% | -3% | 5% | i | 0%
O=C(NCc1cccnc1)c1sc2cc(Cl)ccc2c1Cl | 42% | 5% | 22% | i | -3%
COc1ccc(C(=O)NCCNc2nc3c(C)cccc3cc2C#N)cc1OC | -5% | -4% | 2% | 1.3% | 3%

High-throughput results from PubChem.
